Screening results deposited in PubChem by several laboratories.
bovine MsrA act – bovine methionine sulfoxide reductase A activation. activation, % at 10.6 µM. AID 602163. purified bovine MsrA, absorbance read-out. 360,000 compounds, 0.3% hits; in the data active = activation above about 7.5%;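 note: 0% = vehicle and 100% = reference activator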
eLon inh – E. coli protease La inhibition; P0A9M0; purified E. coli Lon protease, fluorescence polarization; inhibition, % at 7.94 µM; 360,000 compounds, 0.42% hits; in the data active = inhibition above about 13%, passing the limit was not always enough;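 note: 0% = enzyme with probe and DMSO and 100% = no enzyme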
STEP block – STEP (human) phosphatase inhibition; 360,000 compounds, 0.25% hits; recombinant STEP, OMFP fluorogenic substrate, fluorescence; P54829; inhibition, % at 20 µM;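 active = inhibition at 20 µM, scaled per plate between control wells, above about 37%, limit read from the data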;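 note: 0% = DMSO with enzyme and substrate and 100% = substrate only without enzyme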
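Assay system: isolated STEP enzyme / Timing: 20 min at room temperature, dark / Doses: 20 µM, 1% DMSO / Technique: fluorescence intensity, excitation 480 nm, emission 540 nm / Reagent: fluorogenic phosphatase substrate OMFP at 25 µM final / Measure: percent inhibition scaled to no-enzyme and uninhibited-enzyme controls, plate-pattern corrected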
TbMetRS inhib – blocks T. brucei methionyl-tRNA synthetase activity; purified T. brucei MetRS, ATP depletion, Kinase-Glo luminescence; inhibition, % at 11.9 µM; 360,000 compounds, 0.4% hits; AID 624268;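 active = inhibition above a per-plate cutoff of the control wells' mean inhibition plus 3 SD, cut at about 5.5% in these data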;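 note: 0% = DMSO wells median and 100% = median of wells with control inhibitor compound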
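System: purified T. brucei MetRS enzyme / Detection: Kinase-Glo luciferase luminescence reporting remaining unconsumed ATP / Medium: HEPES buffer with MgCl2, KCl, DTT, spermine, BSA, pyrophosphatase / Replication: singlicate, one well per compound / Evaluation: percent inhibition relative to median high and low control wells / Schedule: 2 h aminoacylation at 25 °C after 15 min preincubation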
DNMT1 block – blocks human DNA methyltransferase DNMT1 | DNMT1 molecular beacon, Hinp1I cleavage, fluorescence | 360,000 compounds, 0.83% hits | inhibition (reported as % activation of signal), % at 10 µM | P26358; in the data active = inhibition above about 50%
CendR NRP1 mod – alters CendR peptide binding to human NRP-1 | AID 602438 | FAM-RPARPAR peptide binding to NRP-1, fluorescence polarization | inhibition, % at 25 µM | 360,000 compounds, 0.85% hits;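 active = inhibition or corrected inhibition above about 18%, plus a signal ratio from 0.5 to 1.5, limit read from the data, passing the limit was not always enough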; note: strong numbers were not always called active
Target sequence (O14786 whole entry, looked up): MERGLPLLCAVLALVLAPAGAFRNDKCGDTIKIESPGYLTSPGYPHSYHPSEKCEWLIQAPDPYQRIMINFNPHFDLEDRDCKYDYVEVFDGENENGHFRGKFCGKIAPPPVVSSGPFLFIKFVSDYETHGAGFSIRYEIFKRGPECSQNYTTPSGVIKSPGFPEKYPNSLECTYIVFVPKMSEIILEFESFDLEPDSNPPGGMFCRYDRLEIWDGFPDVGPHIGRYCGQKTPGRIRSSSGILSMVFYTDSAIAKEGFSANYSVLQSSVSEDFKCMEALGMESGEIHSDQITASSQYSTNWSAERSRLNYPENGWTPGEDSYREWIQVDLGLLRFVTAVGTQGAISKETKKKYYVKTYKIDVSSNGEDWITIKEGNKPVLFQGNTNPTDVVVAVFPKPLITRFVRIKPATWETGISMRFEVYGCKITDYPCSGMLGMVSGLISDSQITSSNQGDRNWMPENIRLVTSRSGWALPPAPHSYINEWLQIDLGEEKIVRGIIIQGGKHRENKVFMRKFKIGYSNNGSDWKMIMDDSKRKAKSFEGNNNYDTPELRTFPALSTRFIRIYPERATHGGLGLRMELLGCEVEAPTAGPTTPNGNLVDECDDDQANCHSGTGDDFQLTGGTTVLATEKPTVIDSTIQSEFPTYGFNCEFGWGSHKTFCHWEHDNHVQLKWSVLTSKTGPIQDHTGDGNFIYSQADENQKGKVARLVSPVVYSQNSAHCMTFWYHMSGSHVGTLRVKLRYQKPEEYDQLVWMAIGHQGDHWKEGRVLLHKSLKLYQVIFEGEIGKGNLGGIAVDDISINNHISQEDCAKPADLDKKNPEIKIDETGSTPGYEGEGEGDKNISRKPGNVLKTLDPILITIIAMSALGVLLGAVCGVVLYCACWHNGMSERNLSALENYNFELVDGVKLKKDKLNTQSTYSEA
Scp1 inh – inhibitors of human Scp-1 phosphatase; Q9GZU7; Recombinant Scp1, phosphopeptide, malachite green phosphate absorbance; inhibition, % at 20 µM; 340,000 compounds, 0.88% hits;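 active = inhibition above about 50% at 20 µM, limit read from the data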;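 note: plate controls were DMSO wells with enzyme for no effect and wells lacking enzyme for full effect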
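Test system: SCP-1 catalytic domain; Buffer or medium: Acidic Tris acetate buffer with magnesium and detergent; Also added: Phosphorylated 17-residue peptide substrate; Compound: single 20 µM dose, 1% DMSO; Schedule: enzyme reaction 45 min at room temperature, colour 5 min, stabilisation 30 min; Signal: Phosphate-binding colour reagent, absorbance read at 630 nm.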
LMPTP block – blocks human LMPTP phosphatase. 360,000 compounds, 0.22% hits. AID 651560. recombinant LMPTP-A, OMFP fluorogenic substrate, fluorescence intensity. inhibition, % at 20 µM;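 active = compounds that cut the enzyme signal by at least half of the control window in the single-dose screen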;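 note: plate controls were DMSO wells with enzyme plus substrate for no effect and substrate without enzyme for full effect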
Target sequence (P24666 whole entry, looked up): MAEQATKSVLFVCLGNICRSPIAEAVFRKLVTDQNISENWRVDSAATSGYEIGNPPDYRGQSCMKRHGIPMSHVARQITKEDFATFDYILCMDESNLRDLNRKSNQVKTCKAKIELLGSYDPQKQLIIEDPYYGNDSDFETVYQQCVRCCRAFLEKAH
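test system = LMPTP-A | amount = 0.625 nM LMPTP-A final | reagent = fluorogenic phosphatase substrate OMFP at 400 µM final | incubation = 50 min at room temperature | benchmarks = no-enzyme low control, uninhibited high control | medium = Bis-Tris pH 6.0, DTT, detergent | signal = fluorescence intensity of OMFP turnover product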
MsrA inh – bovine MsrA inhibition. purified bovine MsrA, absorbance read-out. inhibition, % at 15.5 µM. 360,000 compounds, 0.75% hits. AID 651718; in the data active = inhibition above about 4.5%;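 note: 0% = vehicle wells with enzyme and 100% = reference inhibitor wells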
SUMO1-SIM PPI – SUMO1-SIM interaction modulation | P63165 | SUMO1 binding to a labelled peptide, TR-FRET, 1 h | inhibition, % at 20 µM | 360,000 compounds, 0.33% hits; in the data active = inhibition above about 37%
* hit, by the source's call; nt = no result given.

#	Molecule	bovine MsrA act	eLon inh	STEP block	TbMetRS inhib	DNMT1 block	CendR NRP1 mod	Scp1 inh	LMPTP block	MsrA inh	SUMO1-SIM PPI
1	CCCS(=O)(=O)NC(=O)C1(C)CCN(C(=O)c2ccc(OC)cc2OC)C1 (stereo not drawn)	1	24	2	-0.5	-3	-6	nt	-0.1	0.5	-3
2	CCOc1ccc(C=NCC(O)c2ccccc2)cc1 (stereo not drawn)	-1	-1	-1	-0.2	1	-2	2	-1.2	0.7	-2
3	O=C(Oc1ccc(OC(=O)c2ccco2)c(S(=O)(=O)c2ccc(Br)cc2)c1)c1ccco1	3	8	3	0.0	0	-9	-11	2.3	nt	8
4	O=C(CSc1ncccn1)Nc1ccc2[nH]c(=O)[nH]c2c1	-2	-7	3	-0.2	2	8	-4	-0.3	0.5	5
5	O=C(c1cccc(N2C(=O)C3CC=CCC3C2=O)c1)N1CCN(c2ccccc2)CC1 (stereo not drawn)	-2	9	1	0.1	0	8	-6	0.2	1.2	-1
6	CCn1c(CC(=O)Nc2ccccc2F)nnc1SCC(=O)N1CCN(c2ccccc2)CC1	-1	-16	0	-0.9	77*	0	-6	-1.4	0.2	-2
7	CO/N=C/C1CCN(c2ncc(C(F)(F)F)cc2Cl)C1=O (stereo not drawn)	-2	0	1	-0.5	2	9	-40	-0.3	-1.1	3
8	Cc1nc(C)c(C(=O)NCc2ccccc2Cl)o1	-4	-5	2	0.3	-2	5	-6	-0.8	nt	0
9	Brc1ccc(NC2=Nc3ccccc3CC2)cc1	-10	-3	-3	-1.0	2	1	2	0.9	-1.0	-2
10	O=C(NCCCn1ccnc1)c1cc(Br)c(Br)s1	-3	-5	2	-0.7	2	10	-8	0.2	-0.7	-4
11	CN(C)C(=O)c1c([N+](=O)[O-])c(C(C)(C)C)nn1C	-4	5	0	-0.3	1	7	-10	-1.6	-0.1	5
12	COc1cc(/C=N/Nc2nc(C)cc(=O)[nH]2)ccc1OC(=O)c1cccnc1	-1	0	0	0.1	-5	-5	-1	0.5	0.6	-18
13	CC(C)(OC(=O)c1ccc(F)cc1)c1cc2ccccc2c(=O)o1	-1	-9	2	-0.2	-6	1	-6	-0.1	-0.4	-2
14	COc1ccc(C(C)=O)c(OC(=O)c2ccc(OC)c(OC)c2)c1	-3	-1	-1	-0.1	0	12	-3	-0.4	0.6	0
15	CN(C(=O)CN1CCN(c2cc(-c3ccc(-c4ccccc4)cc3)ncn2)CC1)c1ccccc1	-3	-6	0	0.0	-2	-8	nt	0.3	-1.2	6
16	Cc1nnc2sc(-c3ccc(NC(=O)c4ccc(-c5ccc(Cl)cc5Cl)o4)cc3)nn12	0	-13	95*	-0.7	65*	-82	36	56*	-0.4	31
17	Cc1ccc(CCNC(=O)C2CCC(=O)N2Cc2ccc(F)cc2)cc1 (stereo not drawn)	-3	-11	-2	-0.2	0	-1	-4	-0.5	1.7	3
18	CC1(c2ccc(Cl)cc2)NC(=O)CS1 (stereo not drawn)	-2	0	-2	-0.7	1	-1	-1	-0.5	-0.5	1
19	Cn1c(=O)c2cn(-c3ccc4c(c3)OCCO4)cc2n(C)c1=O	-4	-5	0	-0.5	-1	-2	-11	-1.3	-0.1	2
20	CCc1cc(=O)oc2c3c(cc(OCC(=O)NCCCC(=O)O)c12)OC(C)(C)CC3	-4	0	-1	0.6	18	13	-1	-0.9	1.9	0
21	Cc1noc(C)c1NC(=O)Nc1ccc2c(c1)C(=O)N([C@H](C)CO)C[C@H](C)[C@@H](CN(C)C(=O)Nc1ccc3c(c1)OCO3)O2	-5	5	1	-0.2	3	5	8	0.3	-0.6	1
22	COc1cc(/C=C2\C(=O)N(CCC#N)N=C2C)ccc1OCC(=O)Nc1ccccc1	-1	-11	4	0.0	-9	-4	-11	-1.6	-0.5	12
23	CCCCn1c2ccccc2c2cc(CC(N)=O)ccc21	-6	13	1	-0.5	-2	14	-18	1.7	-0.2	4
24	C[C@H](CO)N1C[C@H](C)[C@@H](CN(C)C(=O)Nc2ccccc2)Oc2ccc(NC(=O)CCN3CCOCC3)cc2C1=O	-2	-8	-3	1.1	-1	-7	21	-2.2	0.9	3
25	O=C(CCl)N(Cc1cc(=O)[nH]c2ccccc12)c1ccccc1	-2	4	-1	-0.3	22	-7	-4	0.5	1.0	-3
26	COc1ccc(Cc2c(-c3ccc(Cl)cc3)nc3cc(C)c(Br)c(C)n23)c(C)c1	-3	-3	nt	-0.7	nt	11	nt	4.0	-0.2	-3
27	C1CN(CCN2CCOCC2)CCN1	-3	3	-2	0.0	-1	6	-10	-11	nt	3
28	O=S(=O)(Nc1cc(S(=O)(=O)N2CCOCC2)ccc1Cl)c1ccccc1	-2	4	-3	-0.4	3	14	-5	-0.2	0.9	0
29	O=C(Nc1cccc(F)c1)c1c(O)c2ccccc2[nH]c1=O	-3	-1	-1	-0.8	-2	-3	-8	-2.7	-1.2	3
30	C=CCNC(=O)c1onc(CSc2ccc(F)cc2)c1C(=O)NCC=C	-5	4	-2	-0.4	2	-5	3	-0.2	0.6	1
31	CC(NCc1ccccc1)C1COc2ccccc2O1 (stereo not drawn)	-4	3	-3	-0.9	1	4	5	-2.5	-1.3	-1
32	Cc1cccc(-n2c(C)cc(/C=C3\NC(=O)NC3=O)c2C)c1	-2	2	2	0.1	-3	-3	-4	0.2	0.6	-10
33	O=C(Nc1cccnc1)OC1CCCC1	-4	-7	-4	-1.0	6	-6	-5	0.6	-1.2	3
34	CCCC(=O)c1c[nH]c(C(=O)N2CCOCC2)c1	-3	-8	-2	1.0	3	5	-8	-0.1	-0.9	-3
35	CN(C)C(CNS(=O)(=O)c1ccc(F)cc1)c1cccnc1 (stereo not drawn)	-7	-9	-1	-1.5	3	2	-14	-0.9	0.1	0
36	O=S(=O)(c1ccc(F)cc1)N1CCN(Cc2ccccc2C(F)(F)F)CC1	-4	-10	3	-0.8	2	6	-8	2.1	-0.4	0
37	CCn1cc(C(=O)N2CC(C)CC(C)C2)c(=O)c2cc(S(=O)(=O)N3CCOCC3)ccc21 (stereo not drawn)	-6	-1	-1	0.4	2	-6	-8	-1.8	3.8	1
38	O=C(O)c1ccc(CNC(=O)C2CCN(S(=O)(=O)c3ccc4c(c3)OCCO4)CC2)cc1	-5	5	4	0.3	3	0	nt	0.1	-0.5	1
39	CC1Cc2ccccc2N1C(=O)COC(=O)c1ccc(Br)o1 (stereo not drawn)	1	4	9	0.7	8	6	-17	-0.2	-0.8	2
40	Cn1c(=O)oc2cc(S(=O)(=O)N3CCCC(C(=O)NC4CCCc5ccccc54)C3)ccc21 (stereo not drawn)	-1	7	0	-0.1	-3	-6	-12	0.9	-0.8	2

As entered above:
SUMO1-SIM PPI with entry 21 = 1
TbMetRS inhib with entry 29 = -0.8

Going on with the list:
#	Molecule	bovine MsrA act	eLon inh	STEP block	TbMetRS inhib	DNMT1 block	CendR NRP1 mod	Scp1 inh	LMPTP block	MsrA inh	SUMO1-SIM PPI
41	CC(C)CC(C(=O)Nc1oc(-c2ccccc2)c(-c2ccccc2)c1C#N)N1C(=O)c2ccccc2C1=O (stereo not drawn)	-3	0	3	0.0	1	-11	-9	4.2	0.1	-2
42	O=C1c2ccccc2C(c2nnnn2Cc2ccccc2)N1CCc1c[nH]c2ccccc12 (stereo not drawn)	0	-2	nt	-0.6	nt	4	nt	-0.4	0.6	0
43	Cn1nnc2c(NCc3ccco3)nccc21	-1	-4	0	-0.3	2	13	-2	-0.5	0.6	0
44	CC1(Cc2ccc(OC(F)(F)F)cc2)C(=O)Nc2ccc(OC(F)(F)F)cc21 (stereo not drawn)	-2	-4	0	0.3	-7	-6	nt	0.7	-0.1	3
45	COCCCNC(=O)CCc1c(C)c2cc3c(C)coc3cc2oc1=O	-2	5	2	0.3	-2	-3	-3	-0.6	0.4	-4
46	COc1cccc(CCc2nnc(CCC(=O)NC(C)Cc3cccs3)o2)c1 (stereo not drawn)	-5	-8	-2	-0.5	-3	2	-20	-1.3	0.5	-4
47	CC(=O)Nc1ccc(C2(c3ccc(NC(C)=O)cc3)C(=O)Nc3ccccc32)cc1	-2	3	-2	0.1	-2	4	-7	1.8	1.0	-3
48	O=C1CN(C(=O)COC(=O)CNC(=O)c2ccccc2)c2ccccc2N1	-4	-8	-4	-0.5	-1	15	-10	-1.8	-0.9	-3
49	CN(C)C(=O)Cn1c(=O)n(S(=O)(=O)c2ccccc2)c2ccccc21	-1	1	1	-0.4	-1	0	6	-0.1	-1.4	4
50	O=C(NCCN1CCN(c2ccccc2)CC1)C1CCN(S(=O)(=O)c2cccc3nsnc23)CC1	-1	0	-1	-0.4	1	4	2	1.5	-0.1	-21
51	CCOC(=O)c1ccc(NC(=O)Nc2ccc3c(c2)OCCO3)cc1	-2	10	1	-0.2	-11	1	-13	1.6	1.2	2
52	O=C(Nc1ccc(Cl)cc1)NN1CCCCCC1	-4	11	-2	-0.2	1	16	0	1.0	0.3	0
53	NS(=O)(=O)c1ccc(Nc2nc3ccccc3nc2NS(=O)(=O)c2cccc([N+](=O)[O-])c2)cc1	-7	-1	-3	0.6	-35	6	-6	1.2	3.8	-11
54	c1ccc(-c2nnc(-c3ccncc3)nc2-c2ccccc2)cc1	-3	0	2	-0.2	0	5	3	-0.5	-0.7	-11
55	COC(=O)c1ccc([C@@H](O)[C@H](C)C(=O)CC(=O)OC(C)(C)C)cc1	-5	4	-4	-0.2	13	10	-4	-2.5	-0.2	-3
56	CN(C)C(CNC(=O)c1cc2ccccc2o1)c1ccccc1 (stereo not drawn)	-6	-3	-2	0.1	3	-11	-3	-1.0	-0.4	-1
57	Cc1ccc(N2CCN(C(CCc3ccccc3)C(=O)Nc3c(C)cccc3C)CC2)cc1 (stereo not drawn)	nt	nt	nt	-0.4	nt	-10	nt	1.6	-0.4	-1
58	O=C1NC(=S)N/C1=C/c1ccc(Oc2ccc(C(F)(F)F)cc2[N+](=O)[O-])c(Cl)c1	-2	-4	-2	-0.2	51*	9	8	-0.7	0.4	-1
59	COc1ccccc1NC(=O)c1ccc(CN2CCOCC2)cc1	0	1	0	-0.2	1	5	0	-1.1	0.8	0
60	CCc1ccc(OCC(=O)Nc2ccc(N3CCN(S(C)(=O)=O)CC3)cc2)cc1	-2	3	-3	0.1	9	-5	-12	-3.4	0.4	-3

Filtered by structure, the entries above containing a cyano group (two)
#	Molecule	bovine MsrA act	eLon inh	STEP block	TbMetRS inhib	DNMT1 block	CendR NRP1 mod	Scp1 inh	LMPTP block	MsrA inh	SUMO1-SIM PPI
22	COc1cc(/C=C2\C(=O)N(CCC#N)N=C2C)ccc1OCC(=O)Nc1ccccc1	-1	-11	4	0.0	-9	-4	-11	-1.6	-0.5	12
41	CC(C)CC(C(=O)Nc1oc(-c2ccccc2)c(-c2ccccc2)c1C#N)N1C(=O)c2ccccc2C1=O (stereo not drawn)	-3	0	3	0.0	1	-11	-9	4.2	0.1	-2
